Source: PubChem BioAssay
BoNT-A LC inh2: BoNT/A light chain protease inhibitors, primary screen, biochemical, flow cytometry, MLPCN library | Botulinum neurotoxin type A light chain protease (Clostridium botulinum A str. ATCC 3502) | multiplex microsphere protease substrate cleavage | inhibition, % at 10 µM | 0.17% of 360,000 active | AID 588499, 2011; further: plate controls were buffer without enzyme for full effect and enzyme alone for no effect
PrPC TRFRET: inhibitors of human cell surface prion protein PrPC, primary screen, cell-based, TR-FRET. TR-FRET read-out. inhibition, % at 13.8 µM. 0.43% of 370,000 active. AID 720596, 2013; in the data active means inhibition above about 24%; further: 0% = median of the test wells and 100% = reference compound wells
BoNT-F LC inh: BoNT/F light chain protease inhibitors, primary screen, biochemical, flow cytometry, MLPCN library; AID 588497, 2011; Botulinum neurotoxin type F light chain protease (Clostridium botulinum); Multiplex microsphere protease cleavage assay; inhibition, % at 10 µM; 0.22% of 360,000 active; in the data active means inhibition above about 35%, passing the limit was not always enough; inconclusive means no clear call, values can overlap the other calls; further: plate controls were buffer without enzyme for full effect and enzyme alone for no effect
TcdB inh: TcdB glycohydrolase inhibitors, primary screen, biochemical, single point, plate reader | 0.24% of 350,000 active | Toxin B (Clostridioides difficile), P18177 | TcdB glycohydrolase enzymatic assay | AID 652162, 2013 | inhibition, % at 9.99 µM; in the data active means inhibition above about 10%
PfHsp40 yeast: rescue of yeast from PfHsp40 toxicity, primary screen, S. cerevisiae, ATP luminescence; S. cerevisiae expressing PfHsp40, growth rescue; growth rescue, % at 12.5 µM; 0.68% of 340,000 active; in the data active means growth rescue above about 28%, passing the limit was not always enough; inconclusive means no clear call, values can overlap the other calls;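 further: yeast W303a lacking pdr1 and pdr3 grown in galactose medium; growth measured after three days at 30 °C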
FadD28 binding: inhibitors of FadD28 bisubstrate probe binding, primary screen, biochemical, fluorescence polarization, single point. Mycobacterium tuberculosis FadD28 fatty-acid-AMP ligase. inhibition, % at 12.5 µM. 0.22% of 360,000 active. AID 588549, 2011; in the data active means inhibition above about 8.5%, passing the limit was not always enough; inconclusive means no clear call, values can overlap the other calls
Anthrax LF prot: Bacillus anthracis LF protease inhibitors, primary screen, biochemical, multiplex microsphere, MLPCN library; 0.12% of 360,000 active; AID 588501, 2011; inhibition, % at 10 µM; Lethal factor (Bacillus anthracis), P15917; multiplex microsphere protease cleavage assay; further: plate controls were buffer without enzyme for full effect and enzyme alone for no effect
Target sequence (P15917 whole entry, looked up): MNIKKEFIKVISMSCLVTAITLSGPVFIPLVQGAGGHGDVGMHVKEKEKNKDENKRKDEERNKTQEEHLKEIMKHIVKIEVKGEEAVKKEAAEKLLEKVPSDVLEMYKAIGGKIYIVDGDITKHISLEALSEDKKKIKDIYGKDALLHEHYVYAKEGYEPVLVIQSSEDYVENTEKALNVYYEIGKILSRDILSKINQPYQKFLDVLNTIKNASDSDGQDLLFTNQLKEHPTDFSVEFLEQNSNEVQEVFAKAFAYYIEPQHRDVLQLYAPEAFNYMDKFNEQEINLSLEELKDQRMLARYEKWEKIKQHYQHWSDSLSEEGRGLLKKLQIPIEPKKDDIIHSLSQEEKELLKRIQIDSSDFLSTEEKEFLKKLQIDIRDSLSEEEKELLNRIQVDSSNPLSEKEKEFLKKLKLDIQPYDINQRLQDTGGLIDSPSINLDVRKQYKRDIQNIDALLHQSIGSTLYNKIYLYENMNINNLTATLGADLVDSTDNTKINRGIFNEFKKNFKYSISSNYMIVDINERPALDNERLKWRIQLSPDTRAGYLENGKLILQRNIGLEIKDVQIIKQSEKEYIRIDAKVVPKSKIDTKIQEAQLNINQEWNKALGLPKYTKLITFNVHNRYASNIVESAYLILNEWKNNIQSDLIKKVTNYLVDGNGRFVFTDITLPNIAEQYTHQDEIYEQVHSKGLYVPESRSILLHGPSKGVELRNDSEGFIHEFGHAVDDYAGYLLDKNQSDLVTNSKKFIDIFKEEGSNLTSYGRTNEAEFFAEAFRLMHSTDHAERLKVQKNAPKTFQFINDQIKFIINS
CCHF vOTU inh: CCHFV vOTU protease inhibitors, primary screen, biochemical, Pep-AMC substrate, fluorescence; Crimean-Congo hemorrhagic fever virus L polyprotein viral ovarian tumor (vOTU) protease …; inhibition, % at 11.5 µM; 0.55% of 370,000 active; AID 651958, 2012; in the data active means inhibition above about 30%; further: 0% = vehicle wells with enzyme and 100% = no enzyme wells
Yp Topo-I inh: Yersinia pestis topoisomerase I inhibitors, primary screen, biochemical, cleavage product accumulation, plate reader, single point. DNA topoisomerase I (Yersinia pestis CO92). Y. pestis Topo-I cleavage product accumulation. activity, % at 10 µM. 0.064% of 360,000 active; in the data active means activity above about 50%, passing the limit was not always enough; inconclusive means no clear call, values can overlap the other calls; further: inactives centre near 2
* = called active by the depositor; u = inconclusive; x = not tested or not shown; & = joins results of further samples. Unless noted, no stated cut-off is given here; in the data, active means inhibition above about 30%; inconclusive means no clear call, values can overlap the other calls; inactive means below that. Hits appear at their usual frequency; 2.3% or so of the library scored in one or more.

SMILES | BoNT-A LC inh2 | PrPC TRFRET | BoNT-F LC inh | TcdB inh | PfHsp40 yeast | FadD28 binding | Anthrax LF prot | CCHF vOTU inh | Yp Topo-I inh
CSc1ccc(/C=C/C(=O)c2ccc(NC(C)=O)cc2)cc1 | 1.1 | -3 | -4 | x | 0.1 | -2.2 | -5 | 13 | -1
Cc1onc(-c2c(Cl)cccc2Cl)c1C(=O)Nc1ccc(Cl)cn1 | u | 3 | u | -0.2 | 0.6 | -2.7 | 7 | -1 | 4
CCCCn1c(N)c(N(CCC(C)C)C(=O)CSc2nncn2-c2ccccc2)c(=O)[nH]c1=O | -0.5 | 1 | 0 | -1.0 | 0.0 | -1.5 | -4 | 14 | 12
O=C(COc1ccccc1Cl)Nc1ccc(NC(=O)c2ccco2)cc1 | 1.1 | -4 | 4 | 1.4 | -1.3 | -2.4 | 0 | 6 | 15
CC(NC(=O)C1=CC=CN2CCS(=O)(=O)N=C12)c1ccc(Cl)c(Cl)c1 (stereo not drawn) | -0.4 | 6 | -2 | 3.7 | -0.1 | -1.5 | -2 | -7 | -3
COc1cccc(CNc2ccc([N+](=O)[O-])c(NCC(=O)O)n2)c1 | -0.8 | -8 | 1 | 0.4 | -0.1 | 0.6 | 4 | 0 | 4
C[C@H](CO)N1C[C@H](C)[C@@H](CN(C)S(=O)(=O)c2ccc(-c3ccccc3)cc2)OCc2cn(nn2)CCCC1=O | -0.7 | -2 | -2 | 0.6&0.4&0.7 | x | 0.3 | 3 | 6 | 38
CC(C)C(C)NC(=O)CN1C(=O)NC(C)(c2ccc3ccccc3c2)C1=O (stereo not drawn) | -1.0 | -7 | -6 | 1.6 | 1.0 | 2.1 | -16 | 3 | 5
CS(=O)(=O)Nc1cccc(-c2ccc3nncn3c2)c1 | -0.4 | 2 | -9 | -1.2 | x | -0.1 | -4 | -10 | 7
O=C(CNC(=O)c1ccc(Cl)cc1)OCC(=O)N1CCCC1 | -1.4 | 1 | -5 | 0.7 | 0.4 | -2.0 | -4 | -3 | 2
FC(F)(F)c1cccc(NC(=S)Nc2ccc(Cl)cc2Cl)c1 | -0.5 | -3 | 2 | x | -1.8 | -3.6 | -2 | -14 | -4
Cc1cc(C)n2c(SCC(=O)Nc3ccc(F)cc3F)nnc2n1 | -0.5 | -4 | -3 | -0.2 | 1.1 | -3.1 | -1 | -7 | 0
O=C(Nc1ccccc1)c1cc([N+](=O)[O-])ccc1N1CCNCC1 | 0.2 | -13 | -7 | 0.6 | 0.7 | -1.8 | -5 | 6 | -10
Cc1cccc(C2NC(=O)c3ccccc3O2)c1 (stereo not drawn) | -2.0 | -1 | -9 | 0.0 | -1.3 | -0.7 | 2 | 1 | 8
Cc1noc(C)c1S(=O)(=O)N1CCCC(C(=O)NCc2ccccn2)C1 (stereo not drawn) | -0.7 | -5 | -32 | x | 0.9 | -1.2 | 2 | 10 | -5
O=C1OC[C@@H]2CCCN2C(=O)[C@H](CC(=O)N(CCO)Cc2ccccc2)C/C=C\CC[C@H]1Cc1ccc(F)cc1 | -0.5 | -1 | -7 | 0.9 | 0.0 | -3.4 | -1 | 3 | 24
CN(CCc1ccccc1)C(=O)c1cccc(NC(=O)Cc2cccc(NC(=O)C3CCN(C(=O)C4CCCC4)CC3)c2)c1 | 0.1 | 0 | -2 | 0.9 | 0.5 | -0.9 | -10 | 6 | -4
COc1ccc(C(=O)Nc2nnc(-c3ccco3)s2)cc1 | 1.6 | -4 | 6 | x | -0.8 | 0.5 | 2 | -11 | -1
Cn1c2ccccc2c2nnc(SCC(=O)NC3CC3)nc21 | -0.8 | -13 | -1 | 1.1 | 1.2 | x | 0 | 2 | 9
CCOc1ccc(N=C2SC(C(=O)Nc3ccccc3C#N)C(N)=C2C(=O)Nc2ccc(Cl)cc2)cc1 (stereo not drawn) | 1.9 | 8 | 0 | 0.3 | 0.4 | u | 0 | 12 | -7
C=CCC[C@@H](Cc1ccc(F)cc1)C(=O)OCCNC(=O)[C@H](CC=C)CC(=O)NCCO | 0.0 | 4 | 0 | 1.7 | u | -3.3 | -5 | -9 | 12
CCOc1c(Cl)cc(CNCC(C)C)cc1Cl | 0.5 | 8 | -22 | x | -0.2 | -1.8 | -1 | -1 | 3
O=[N+]([O-])c1ccccc1S(=O)(=O)Nc1ccc(S(=O)(=O)Nc2nccs2)cc1 | -1.8 | 2 | 7 | 0.2 | -1.1 | -1.3 | -3 | 8 | 5
CCCCOc1ccc(N(CC(=O)NCc2ccccc2)C(=O)c2csnn2)cc1 | 0.8 | 8 | 6 | -11 | 1.2 | 0.6 | -1 | 20 | 33
COc1ccccc1OCc1ccc(C(=O)N2CCOCC2)o1 | 0.4 | 1 | 3 | 1.9 | 0.0 | 0.4 | 1 | 0 | -3
Cc1ccn(CCC(=O)NC2CCCc3c2cnn3-c2cccc(C)c2C)n1 (stereo not drawn) | 0.3 | -2 | -1 | -5.5 | 1.5 | -2.4 | 1 | 11 | -2
Cc1cc(C)cc(NCc2ccncc2)c1 | -1.5 | 0 | 22 | 0.4 | 0.1 | -2.9 | 27 | 8 | -3
COc1cc(NC(=O)[C@@H](NC(=O)c2ccco2)C(C)C)c(OC)cc1NC(=O)c1ccccc1 | 0.1 | 0 | 1 | -1.2 | -1.5 | -1.4 | -2 | -4 | 11
COc1ncnc2c1cnn2-c1ccccc1 | 0.3 | -2 | -3 | x | -0.3 | 3.1 | -2 | 1 | -4
COc1ccc(NC(=O)CN(C)C(=O)c2ccc(=O)[nH]c2)cc1 | -2.6 | 11 | -4 | 0.2 | 1.9 | 0.0 | -1 | -9 | 7
COc1ccc(/C=C2\SC(=O)N(CCCC(=O)Nc3ccc(C(=O)O)cc3)C2=O)cc1 | 0.3 | 2 | -1 | 1.2 | x | -0.3 | 0 | -2 | -2
COc1ccc2c(c1)OC13CCCCC1C2C(C(=O)c1ccccc1)C(=O)N3 (stereo not drawn) | -0.7 | -3 | -2 | 1.7 | 0.4 | 1.8 | -6 | -3 | -7
O=C(NNc1nc2ccccc2s1)Nc1ccc(F)cc1 | -0.3 | -3 | -7 | 1.1 | -0.2 | -2.5 | -3 | -16 | -6
CCOc1ccc(-n2nc3ccc(N)cc3n2)cc1 | 0.8 | 6 | u | -2.8 | -1.8 | -4.0 | 3 | -17 | -4
Cc1cc(=O)n2nc(N3CCC(C(=O)NCCc4ccccc4)CC3)sc2n1 | 0.5 | 5 | -1 | x | -0.5 | -3.4 | 5 | -2 | 0
Cc1cc(C)c(NC(=O)COC(=O)C2=COCCO2)c(C)c1 | 0.1 | 0 | 6 | -0.1 | x | 0.3 | -2 | -6 | -7
Cc1ccc(C(=O)N2CCc3cc4c(cc3C2C)OCCCO4)cc1 (stereo not drawn) | 1.4 | 5 | 4 | 0.7 | -0.8 | -3.5 | 2 | 8 | 14
CC(C)Oc1ccc(-c2nc(NCC3CCCO3)c3ccccc3n2)cc1 (stereo not drawn) | -0.2 | -3 | u | 1.7 | 1.2 | -5.0 | 3 | -1 | 3
COc1ccc(-c2nc3c(Cl)cc(C(F)(F)F)cn3c2Cc2ccc(C)cc2)cc1OC | 0.4 | -3 | -5 | 0.9 | x | -4.8 | -1 | 18 | x
COc1cc(C)cc2oc(=O)c(CC(=O)N3CCN(C(=O)C4COc5ccccc5O4)CC3)c(C)c12 (stereo not drawn) | 0.1 | 14 | 1 | 3.3 | 0.8 | -5.0 | 0 | -56 | 30

Single records (already shown). Values in the order: BoNT-A LC inh2, PrPC TRFRET, BoNT-F LC inh, TcdB inh, PfHsp40 yeast, FadD28 binding, Anthrax LF prot, CCHF vOTU inh, Yp Topo-I inh
Record of Cc1ccn(CCC(=O)NC2CCCc3c2cnn3-c2cccc(C)c2C)n1 (stereo not drawn) → 0.3, -2, -1, -5.5, 1.5, -2.4, 1, 11, -2
Record of Cc1ccc(C(=O)N2CCc3cc4c(cc3C2C)OCCCO4)cc1 (stereo not drawn) → 1.4, 5, 4, 0.7, -0.8, -3.5, 2, 8, 14

Additional entries follow:
SMILES | BoNT-A LC inh2 | PrPC TRFRET | BoNT-F LC inh | TcdB inh | PfHsp40 yeast | FadD28 binding | Anthrax LF prot | CCHF vOTU inh | Yp Topo-I inh
O=C1CCCCCN1C(=O)c1cccc(C(=O)N2CCCCCC2=O)c1 | 0.0 | -4 | -1 | x | -0.6 | -0.2 | 2 | 9 | 0
CCOC(=O)c1sc(C)c2c1NC(C)(c1ccccc1)NC2=O (stereo not drawn) | -0.3 | 13 | -4 | x | -1.8 | -2.2 | 0 | -12 | 0
O=C(NCc1ccccc1)c1cc(C2CCCCN2C(=O)c2ccc(Cl)cc2)on1 (stereo not drawn) | 0.0 | 4 | 2 | 0.3 | x | -1.7 | -1 | 6 | 30
O=C(OCn1nnc2ccccc2c1=O)c1cccnc1 | 0.2 | 2 | -12 | x | -2.3 | -1.8 | -4 | 16 | 1
CCCCCCN1CCN(C2CN(Cc3cn(Cc4ccccc4)nn3)S(=O)(=O)C2)CC1 (stereo not drawn) | -0.4 | -8 | 2 | 0.2 | x | x | -9 | 8 | x
O=C(CSc1ncnc2[nH]ncc12)Nc1nc(-c2ccc(F)c(F)c2)cs1 | -0.1 | 22 | -1 | -1.2 | -0.1 | -2.2 | -5 | -7 | -2
CC(C)C1CC(CCN)(c2ccccc2)CCO1 (stereo not drawn) | 0.4 | -1 | -3 | 0.4 | 2.0 | -1.3 | 2 | -11 | -8
OC12CCCCC1C(c1ccc3c(c1)OCO3)N(Cc1cccc(F)c1)CC2 (stereo not drawn) | -0.2 | -4 | 2 | x | 0.8&-0.3 | -2.4 | 0 | -3 | 33
CCN(CC)CCCN(Cc1cc2cc3c(cc2[nH]c1=O)OCO3)C(=S)NCCOC | 1.4 | -5 | 11 | 0.4 | 0.8 | 1.4 | 6 | -40 | -2
NNc1nc2cc3c(cc2s1)OCCO3 | x | 2 | x | 0.2 | -1.4 | 0.7 | x | 7 | -13
Cn1nc(C(=O)NNC(=O)CCc2ccccc2Cl)c2ccccc2c1=O | 1.7 | -11 | 0 | 0.3 | 0.9 | -2.9 | 2 | -3 | -9
CCOC(=O)c1oc2c(CN3CCN(C)CC3)c(O)ccc2c(=O)c1-c1ccccc1OC | 0.5 | 8 | -5 | 2.6 | 0.0 | -1.8 | -2 | 8 | -1
Cc1nnc2c3ccccc3c(-c3cccs3)nn12 | 0.9 | -10 | 0 | 0.5 | 1.2 | 1.4 | 3 | -1 | -11
COc1ccc(C(=O)NCCSCc2ccc(Cl)cc2)cc1OC | x | 11 | x | 1.7 | 5.3 | -0.2 | x | -2 | 4
Cc1ccc(CNC(=O)c2nn(C)c3c2CS(=O)(=O)c2ccccc2-3)cc1 | -1.1 | 10 | -8 | 1.5 | -0.1 | -0.1 | -1 | -2 | 5
CCS(=O)(=O)N1CCCC(C(=O)NCc2ccc3c(c2)OCO3)C1 (stereo not drawn) | -0.1 | 0 | -3 | x | -1.0 | -1.1 | 1 | 3 | 6
COc1ccc(OC(F)(F)F)cc1CC1(C)C(=O)Nc2c(Cl)ccc(Cl)c21 (stereo not drawn) | -0.4 | x | -2 | x | x | -1.5 | -3 | x | 36
CCCn1c(C2CC(=O)N(c3cc(OC)ccc3OC)C2)nc2ccccc21 (stereo not drawn) | -0.1 | -3 | -8 | 1.7 | 0.4 | -4.1 | -1 | -1 | 13
Cc1ccc2cc(C#N)c(NCCNC(=S)NCCCN(C)C)nc2c1C | 8.1 | 11 | -5 | -8.3 | -1.5 | -3.2 | -3 | -6 | -16
O=C(NCC(=O)N1CCN(S(=O)(=O)/C=C/c2ccccc2)CC1)c1ccccc1F | -0.2 | 7 | -2 | 1.6 | 0.4 | 0.0 | -6 | -2 | 23
